Compound activity: PubChem BioAssay, NCI
Growth percent in the NCI-60 one-dose screen (48 h, 10 µM unless noted): 100 = growth as untreated, 0 = no growth, -100 = all killed.
EKVX: EKVX NSCLC; 71,000 compounds, 3% hits
HOP-62: HOP-62 NSCLC; 80,000 compounds, 3.9% hits; AID 1794735
MDA-MB-435: MDA-MB-435 melanoma | 82,000 compounds, 7.8% hits | AID 1794794
M14: M14 melanoma | 80,000 compounds, 6.2% hits
HOP-92: HOP-92 NSCLC cells; 71,000 compounds, 6.3% hits; AID 1794738
RPMI-8226: RPMI-8226 leukemia cells. 77,000 compounds, 7.5% hits
A549/ATCC: A549/ATCC NSCLC. 81,000 compounds, 3.7% hits. AID 1794740
CCRF-CEM: CCRF-CEM leukemia | AID 1794778 | 77,000 compounds, 7% hits
An asterisk follows results filed as active; . = no result given. How the source made its calls: active means growth percent below 10; inactive means the rest.

The line under a structure holds: RPMI-8226 | A549/ATCC | HOP-92 | HOP-62 | CCRF-CEM | M14 | MDA-MB-435 | EKVX
1) CCCCCn1sc(=O)n(Cc2ccc(COC(=O)C(C)c3ccc(CC(C)C)cc3)cc2)c1=O (stereo not drawn)
    . | 95.9 | 91.7 | 119.6 | 101.7 | . | 108.1 | 92.1
2) COc1cc2c(cc1OC)C(Cc1cc(OC)c(OC)cc1[N+](=O)[O-])=NCC2
    78.1 | 90.0 | 48.5 | . | 88.3 | 60.1 | 90.9 | 92.8
3) CCc1ccc(Oc2c(-c3ccc(OCc4ccc(Cl)cc4)cc3O)nn(C)c2C(F)(F)F)cc1
    -16.8* | 3.7* | -25.3* | -35.2* | 1.8* | 1.0* | 1.4* | 9.4*
4) Oc1ccccc1/C=N\NC(=S)Nc1ccc(F)cc1
    41.1 | 22.1 | 46.4 | 36.5 | 14.0 | -30.4* | 21.8 | 29.8
5) CCc1c(C(=O)NCc2c(O)ccc3ccccc23)[nH]c(C)c1C(C)=O
    77.3 | 78.0 | 59.0 | 68.5 | 69.7 | 90.2 | 89.0 | 65.0
6) Cc1cccc(C[C@H](NC(=O)Nc2ccc(Cl)cc2F)C(=O)N[C@@H]2C(=O)N3C[C@H](OC(=O)CCN(C)C)C[C@H]3C(=O)N3CCCC[C@H]3C(=O)N[C@@H](C)C(=O)N3C[C@H](C)C[C@H]3C(=O)O[C@H]2C)c1
    10.0 | 25.4 | 19.1 | 35.0 | 42.4 | 16.5 | 14.6 | 47.3
7) Nc1nc(F)nc2c1ncn2[C@@H]1O[C@H](COP(=O)(O)O)[C@@H](O)[C@@H]1O
    104.5 | 105.7 | 61.1 | 82.3 | 10.3 | 35.2 | 57.3 | 99.6
8) O=[N+]([O-])c1cc2c(cc1Br)-c1ccccc1C2
    80.7 | 90.9 | . | 81.4 | 70.9 | 78.7 | 94.7 | 77.6
9) COc1cc(OC)c(/C=C/C(=O)c2c(N)cc(OC)cc2OC)c(OC)c1
    13.5 | 27.4 | 26.6 | 43.6 | 12.3 | 18.2 | -27.3* | 49.3
10) COc1ccc(/C=C/c2nc(-c3n[nH]c(=O)n3-c3ccccc3)c3ccccc3n2)cc1
    89.6 | 99.9 | 101.0 | 95.8 | 90.0 | 94.1 | 99.4 | 94.6
11) CCOC(=O)c1cc(-c2ccc(Cl)cc2)n(-c2cccc(CO)c2)c1C
    100.3 | 86.7 | 96.9 | 91.6 | 90.9 | 96.7 | 57.4 | 92.8
12) C/C(=C\c1ccccc1)c1ccncc1
    101.7 | 129.1 | 76.3 | 111.7 | 129.7 | 116.9 | 113.3 | 59.5
13) Nc1ccc(N=Nc2ccc(O)c(C(=O)O)c2)cc1
    100.2 | 95.6 | 81.8 | 104.6 | 96.6 | 110.3 | 103.5 | 124.0
14) Cc1cccc(NCC(=O)Cn2cc(COc3ccc(C=Nc4cnc5ccccc5c4)cc3)nn2)c1
    114.9 | 97.7 | 111.3 | 101.5 | 104.5 | 111.6 | 112.4 | 102.6
15) C=CCc1cc(C(CC)C(CC)c2ccc(O)c(CC=C)c2)ccc1O (stereo not drawn)
    83.7 | 96.9 | . | 108.2 | 38.1 | 105.0 | 116.7 | 113.9
16) CC[N+](CCCCCCCCCC[N+](CC)(c1ccccn1)c1ccccn1)(c1ccccn1)c1ccccn1
    1.5* | 1.3* | -22.5* | 10.7 | . | 10.3 | -15.1* | .
17) CC1=NN(c2cc(S(=O)(=O)O)ccc2Cl)C(=O)C1
    107.3 | 90.4 | 95.0 | 91.6 | 101.2 | 96.2 | 105.9 | 95.8
18) CCCOC(=O)CC(CC(=O)OCCC)C(=O)OCCC
    124.3 | 100.1 | 119.4 | 100.8 | 103.4 | 102.6 | 101.2 | .
19) COc1cc(/C=C\c2cc(/C=C\c3ccc(O)c(OC)c3)n(C(=O)Nc3ccccc3OC)n2)ccc1O
    102.9 | 93.1 | 104.1 | 91.6 | 95.9 | 104.2 | 104.4 | 100.7
20) CCCCCN1C(=O)/C(=c2\sc3n(c2=O)C2C(NN=3)N(CC)C(=O)N2CC)c2cc(C)ccc21 (stereo not drawn)
    97.5 | 80.3 | 85.9 | 100.6 | 88.7 | 110.4 | 107.4 | 95.7
21) COC(=O)/C(CCC=C(C)C)=C1\[C@@H](OC(C)=O)C[C@@]2(C)[C@H]1C[C@@H](O)[C@H]1[C@@]3(C)CC[C@H](NCCO)[C@@H](C)[C@@H]3CC[C@@]12C
    101.4 | 109.5 | 93.6 | 105.5 | 101.1 | 94.2 | 98.9 | 99.6
22) CCC(c1ccc(OC)cc1)C(CC)c1ccc(O)c(CN2CCOCC2)c1 (stereo not drawn)
    70.7 | 91.4 | 99.5 | 97.6 | 92.9 | 101.2 | 96.4 | 81.0
23) CCCCOc1nc2ccc(C)cc2cc1/C=C/C(=O)/C=C(/C=C/c1cc2cc(C)ccc2nc1OCCCC)OB(F)F
    . | 91.0 | . | 100.6 | 97.7 | 100.8 | 109.7 | 104.7
24) O=c1cc(O)c2sc(-c3cccc(C(F)(F)F)c3)cc2[nH]1
    105.4 | 101.5 | 90.5 | 96.5 | 92.4 | 93.2 | 93.8 | 86.5
25) CC(C)c1nc(SCC(=O)c2ccc(Br)cc2)nc(Nc2ccc(S(N)(=O)=O)cc2)c1C#N
    87.7 | 84.7 | . | 105.9 | 97.9 | 96.9 | 105.3 | 89.3
26) NC1=NC(=O)NCC1
    101.4 | 91.2 | 95.9 | 101.6 | 98.3 | 109.0 | 103.4 | 111.4
27) Nc1ncc(C#Cc2cncc(NC(=O)c3cccc(OC(F)(F)F)c3)c2)c2cccnc12
    82.0 | 98.7 | 108.0 | 89.9 | 87.1 | 62.4 | 55.9 | 107.0
28) COc1ccc([C@H]2C(C(=O)c3ccc(Cl)cc3)C3(N[C@@H]2c2ccccc2)C(=O)Nc2ccccc23)cc1 (stereo partly drawn)
    10.4 | 31.0 | 23.0 | 51.0 | 45.8 | 53.0 | 23.4 | 21.6
29) COC(=O)C(Cc1ccc(O)cc1)NC(=O)C(COCc1ccccc1)NC(=O)OCc1ccccc1 (stereo not drawn)
    105.8 | 100.0 | 85.2 | 97.5 | 106.9 | 101.2 | 106.2 | 98.1
30) CCOC(=O)c1csc(NC(=O)CSc2nc(C)c(C)n2Nc2ccc(C)cc2)n1
    72.0 | 82.1 | 44.5 | 69.4 | 24.7 | 71.0 | 78.2 | 99.7
31) COc1ccc(-c2nc(-c3cccs3)cn3cncc23)cc1
    71.4 | 81.4 | 67.9 | 61.5 | 77.3 | 58.3 | 48.0 | .
32) Nn1cnn2c(=O)c3cnn(-c4ccccc4)c3nc12
    101.9 | 100.4 | 106.4 | 98.9 | 93.3 | 104.0 | 104.2 | 99.7
33) CCn1cc(-c2ccnc(NCCNS(=O)(=O)c3cccc4ccccc34)c2)c(-c2cccc(OC)c2)n1
    54.1 | 75.1 | 53.5 | 96.7 | 83.6 | 109.5 | 97.2 | 80.0
34) COc1ccccc1CN(C)c1ccccc1
    98.6 | 94.6 | . | 98.9 | 90.4 | 109.5 | 102.6 | .
35) COc1cc(C2c3cc4c(cc3CCN2C)OCO4)cc(OC)c1OC (stereo not drawn)
    99.9 | 97.0 | 105.0 | 86.9 | 105.7 | 90.4 | 33.5 | 94.2
36) CCCCC(CCCC)NC(C)CO (stereo not drawn)
    103.0 | 95.4 | 112.4 | 95.3 | 110.0 | 107.9 | 111.4 | 108.4
37) O=C(N=Nc1c(O)[nH]c2ccc(Br)cc12)c1cc(-c2ccccc2)on1
    105.1 | 103.5 | 96.8 | 102.3 | 102.3 | 104.3 | 95.8 | 91.3
38) CCC(=O)O/N=C(\Cn1ccnc1)c1ccc(Cl)cc1
    92.3 | 86.5 | 83.2 | 96.1 | 97.3 | 98.6 | 106.5 | 98.8
39) Cc1cccc2cc3cccc(C)c3nc12
    95.2 | 91.6 | 104.7 | 121.3 | 96.8 | 156.7 | 89.8 | 81.4
40) Cc1cccc(C(=O)N(C(C)C)C(C)C)c1
    93.1 | 86.3 | 79.6 | 86.4 | 90.7 | 96.1 | 105.5 | 95.0
41) Cc1ccc(NC(=O)N(CCO)N=O)cc1
    91.9 | 97.8 | 107.0 | 111.7 | 84.1 | 99.8 | 102.6 | .
42) Cc1ccc(-c2ccc(C)cc2)cc1
    103.9 | 110.2 | 111.5 | 112.2 | 106.3 | 108.3 | 101.4 | 104.6
43) COc1ccc(C2C3=C(COC3=O)N(CCO)c3cc(OC)ccc32)cc1 (stereo not drawn)
    95.4 | 106.7 | 94.8 | 90.3 | 98.7 | 99.5 | 101.4 | 96.6
44) COC(=O)N[C@H]1CCc2c(Cl)c(OC)c(OC)c(OC)c2-c2ccc(SC)c(=O)cc21
    -5.3* | 19.8 | 2.0* | 38.0 | 1.5* | 0.1* | -49.9* | 47.8
45) Nc1nc(-c2ccc([N+](=O)[O-])cc2)cc(=O)[nH]1
    103.0 | 103.5 | 108.3 | 103.2 | 95.0 | . | 107.3 | 92.4
46) COc1ccc(C(=O)CSc2nc3c([nH]2)c(=O)n(C)c(=O)n3C)c(F)c1
    87.8 | 108.4 | 72.5 | 83.5 | 81.9 | 100.7 | 92.9 | 139.7
47) COc1ccc(NS(=O)(=O)c2ccc(-c3cnc(C4CC4)o3)cc2)cc1
    74.9 | 54.7 | 63.0 | 54.8 | 76.2 | 40.9 | 1.6* | 69.9
48) Nc1ccc(CSc2ccc(Cl)cc2)cc1
    55.4 | 70.7 | 79.0 | . | 30.0 | 107.8 | 95.2 | 96.3
49) Nc1c(Cl)cccc1[N+](=O)[O-]
    100.4 | 101.2 | 96.6 | 98.8 | 100.7 | 107.7 | 105.0 | 104.3
50) O=c1[nH]nnc2c1cnn2-c1ccccc1
    . | 97.3 | 96.2 | . | 89.2 | 97.6 | 110.5 | 76.3

Part of the list above, with each value named:
41	Cc1ccc(NC(=O)N(CCO)N=O)cc1
  RPMI-8226: 91.9; A549/ATCC: 97.8; HOP-92: 107.0; HOP-62: 111.7; CCRF-CEM: 84.1; M14: 99.8; MDA-MB-435: 102.6; EKVX: .
42	Cc1ccc(-c2ccc(C)cc2)cc1
  RPMI-8226: 103.9; A549/ATCC: 110.2; HOP-92: 111.5; HOP-62: 112.2; CCRF-CEM: 106.3; M14: 108.3; MDA-MB-435: 101.4; EKVX: 104.6
43	COc1ccc(C2C3=C(COC3=O)N(CCO)c3cc(OC)ccc32)cc1 (stereo not drawn)
  RPMI-8226: 95.4; A549/ATCC: 106.7; HOP-92: 94.8; HOP-62: 90.3; CCRF-CEM: 98.7; M14: 99.5; MDA-MB-435: 101.4; EKVX: 96.6

Results in CCRF-CEM and HOP-92, for 2 of the compounds above:
nr | Structure | CCRF-CEM | HOP-92
46 | COc1ccc(C(=O)CSc2nc3c([nH]2)c(=O)n(C)c(=O)n3C)c(F)c1 | 81.9 | 72.5
47 | COc1ccc(NS(=O)(=O)c2ccc(-c3cnc(C4CC4)o3)cc2)cc1 | 76.2 | 63.0

New compounds follow
The line under a structure holds: RPMI-8226 | A549/ATCC | HOP-92 | HOP-62 | CCRF-CEM | M14 | MDA-MB-435 | EKVX
51) CCCC(NC(=O)CN1C(=O)/C(=C/C(C)=C/c2ccccc2)SC1=S)C(=O)O (stereo not drawn)
    105.1 | 94.9 | 57.3 | 92.6 | 107.5 | 98.5 | 100.4 | 102.0
52) Cc1ccc(C(=O)C[n+]2ccccc2)c(O)c1
    96.0 | 98.8 | 85.9 | 92.6 | 98.5 | 101.6 | 105.9 | .
53) O=C(O)c1cccc2c1C(=O)c1cccc3snc-2c13
    80.7 | 109.1 | . | 85.9 | 89.7 | 99.3 | 94.9 | 92.5
54) COc1ccc(-c2csc(NC(=O)CN3CCN(c4cc(=O)n(-c5ccccc5)c5ccccc45)CC3)n2)cc1
    . | 80.3 | 90.4 | 87.6 | 75.1 | 83.9 | . | 64.8
55) O=[N+]([O-])c1ccc(-c2nnc(Cn3c(COc4cccc5ccccc45)nc4ccccc43)o2)cc1
    101.3 | 98.5 | 77.0 | 86.0 | 100.4 | 97.3 | 106.4 | .
56) C=CCn1c2c(c3ccccc31)CC1CN(Cc3ccco3)C(=O)C1C2C(=O)O (stereo not drawn)
    93.3 | 92.2 | 70.5 | 94.8 | 89.3 | 93.5 | 100.7 | 93.4
57) COCc1cc2c(cc1Br)OCO2
    95.1 | 88.4 | 102.3 | 87.3 | 71.9 | 100.0 | 108.4 | 101.6
58) CCOc1ccc(C2=CC(=O)C=CC2=O)cc1
    54.3 | 93.4 | 114.7 | 88.7 | 41.0 | 95.4 | 102.1 | 79.5
59) COc1cc(/C=N/NC(=O)CSc2nc3ccccc3c(=O)n2CCc2ccc(S(N)(=O)=O)cc2)cc(OC)c1OC
    57.9 | 84.9 | . | 74.2 | 79.0 | 95.2 | 99.9 | 95.7
60) COc1cccc(/C=C2\SC(=Nc3ccc(O)c(C(=O)O)c3)NC2=O)c1
    103.9 | 104.4 | 111.7 | 104.3 | 107.4 | 105.4 | 109.0 | 94.4
61) CCOC(=O)c1cnn2c(-c3ccc(Cl)cc3)nc(NCc3ccccc3)nc12
    . | 84.9 | 64.2 | 93.5 | 66.9 | 86.8 | 56.2 | 68.7
62) COc1cccc(NC(=O)c2ccc(C(=O)Nc3cccc(OC)c3)cc2)c1
    . | 132.0 | . | 91.4 | 118.7 | 102.1 | 95.7 | 121.3
63) COc1ccc2c(c1)C(c1cc(OC)c3c(c1)OCO3)C1=C(COC1=O)N2 (stereo not drawn)
    22.1 | 14.7 | 26.9 | 36.5 | 7.1* | 5.6* | -13.5* | 41.1
